Assay outcomes (PubChem)
CFTR F508del cor – CFTR F508del correction in bronchial cells. CFBE cells, YFP halide quenching; stimulated with forskolin plus potentiator P3; % fluorescence drop versus neutral controls. activity (quench increase), % at 7.58 µM. 350,000 tested, 0.36% active;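 active = mean added fluorescence quench of at least 8% versus neutral control, with both replicates also reaching 8%; inconclusive = only one of the mean or replicate conditions met; inactive = mean below 8% and not both replicates reaching 8%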;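 also: cells transiently co-express mutant CFTR-F508del with the halide-sensitive YFP; corrector assay measuring rescue of mutant channel to the surface after 24 h compound exposure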
PAX8 reporter – lowers PAX8-driven luciferase in RMG-I cells; inhibition, % at 12.6 µM; 360,000 tested, 1.2% active; RMG-I TPO-luciferase reporter, SteadyGlo, 24 h; AID 652154;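 active = mean replicate inhibition at least 60% with every replicate also reaching 60%; inconclusive = only one of the two criteria is met; inactive = mean below 60% and not all replicates reaching 60%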;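 also: luciferase light reporting Pax8 driven TPO promoter activity; plate controls were median of neutral control wells for no effect and mitoxantrone controls for full effect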
FN deposit inh – fibronectin deposition inhibition. AH1F fibroblasts, Alexa488-fibronectin deposition fluorescence, overnight. inhibition, % at 12.6 µM. 350,000 tested, 0.086% active;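 active = mean inhibition across replicates of 30% or more, regardless of how many single replicates reach that level; inconclusive = mean under 30% yet at least half of replicates reach 30%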;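 also: positive control wells lacked labelled fibronectin entirely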
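Material: AH1F fibroblast monolayer depositing Alexa488-labelled fibronectin into matrix / Amount: 10000 AH1F cells per well / Signal: fluorescence 485/525 nm / Medium: DMEM, 2% serum / Compound: single dose, pinned / Incubation: 1 h cell adhesion before compound, then overnight fibronectin incubation / Reagent: Alexa488-FN, 24 nM final / Read-out: inhibition of fibronectin deposition signal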
DENV2 CPE rescue – DENV2-induced cell death inhibition. CPE inhibition, % at 9.99 µM. DENV2-infected cells, cytopathic effect rescue, plate reader. 350,000 tested, 1.7% active; in the data active = CPE inhibition above about 20%, passing the limit was not always enough; inconclusive = no clear call, values can overlap the other calls; tested in BHK-21 cells;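 also: 0% = median of neutral control wells and 100% = median of positive control wells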
GSIS activator – primary screen for activators of insulin secretion dependent on glucose, INS-1E cells, GLuc reporter luminescence. INS-1E GLuc reporter insulin secretion, 2-3 h. activation, % at 16.6 µM. 370,000 tested, 0.61% active. AID 743287;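 active = lowest replicate activation of at least 40%, so every replicate reaches that level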;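 also: 0% = median of neutral control wells and 100% = median of IBMX positive control wells; some compounds called inactive have numbers as strong as hits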
miR-122 sensor – miR-122 inhibition in Huh7 cells. Huh7 miR-122 Renilla luciferase sensor, 48 h; neutral wells = 0, positive control = 100. activation (reporter increase), % at 12.5 µM. 340,000 tested, 0.3% active;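 active = mean replicate activation score at least 90 and every replicate individually at or above 90; inconclusive = only one of the two criteria met; inactive = neither criterion met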;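 also: higher luciferase means less miR-122 activity so hits act as miR-122 inhibitors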
EWS-Fli block – inhibitors of EWS/Fli oncoprotein transcriptional activity. A673 NR0B1-luciferase reporter, viability-normalised. inhibition, % at 12.6 µM. 350,000 tested, 0.67% active. AID 651661;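 active = mean inhibition of at least 50% after viability correction, with every replicate also passing that limit; inconclusive = mean reaches 50% but only one of two replicates passes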;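 also: firefly luciferase signal divided by Alamar Blue viability fluorescence both relative to DMSO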
Active calls of the source: *; ? = inconclusive; . = no result given; [ ] = another dose, or the depositor's remark.

Codes – A = CFTR F508del cor; B = PAX8 reporter; C = FN deposit inh; D = DENV2 CPE rescue; E = GSIS activator; F = miR-122 sensor; G = EWS-Fli block
C[C@@H]1CCCCO[C@H](CN(C)S(=O)(=O)c2ccc(Cl)cc2)[C@@H](C)CN([C@@H](C)CO)C(=O)c2cc(NC(=O)NC3CCCCC3)ccc2O1
  A = 2.5	B = 23	C = .	D = -9	E = -18	F = -3[16.7 µM]	G = -3
COc1ccc(/C=C/c2nc(C#N)c(NCCN(C)C)o2)cc1OC
  A = 2.3	B = -2	C = 3	D = -1	E = 14	F = .	G = -9
CCC(C)C(CO)NCCCn1cnc2c(OCc3ccccc3)ncnc21 (stereo not drawn)
  A = 0.1	B = 11	C = 4	D = 5	E = -3	F = -2	G = 0
C[C@@H]1CN([C@H](C)CO)C(=O)Cc2cc(NS(=O)(=O)c3cccs3)ccc2O[C@@H]1CN(C)C(=O)Nc1ccc2c(c1)OCO2
  A = 2.7	B = .	C = .	D = 3	E = 6	F = 3[16.7 µM]	G = -14
O=C(N[C@H]1CC[C@H](CCNS(=O)(=O)c2ccc(F)cc2)O[C@@H]1CO)c1cnccn1
  A = -0.4	B = -7	C = 2	D = -6	E = 12	F = .	G = 6
COc1ccccc1CNC(=O)C[C@@H]1CC[C@H]2[C@H](COc3ccc(NC(=O)Nc4ccc(F)c(F)c4)cc3C(=O)N2C)O1
  A = -0.3	B = 59	C = 20	D = -5	E = -4	F = -27[16.7 µM]	G = 13
C/C=C/c1ccc2c(c1)O[C@H](CN(C)C(=O)c1ccccc1)[C@@H](C)CN([C@@H](C)CO)S2(=O)=O
  A = -0.8	B = -4	C = -2	D = -3	E = 3	F = 50[16.7 µM]	G = 1
O=S(=O)(c1ccc(F)c(F)c1)N1CCC2(CC1)OCCO2
  A = -0.3	B = -3	C = -1	D = -4	E = -5	F = 2	G = -5
CCCC#Cc1ccc2c(c1)O[C@@H](CN(C)C(=O)c1ccccc1)[C@@H](C)CN([C@@H](C)CO)S2(=O)=O
  A = 1.3	B = .	C = -6	D = -10	E = -21	F = -9[16.7 µM]	G = 7
Cc1ccc(S(=O)(=O)N(C)C[C@H]2Oc3ncc(Br)cc3C(=O)N([C@@H](C)CO)C[C@H]2C)cc1
  A = -1.2	B = -1	C = .	D = -2	E = 23	F = 0[16.7 µM]	G = -9
Cc1ccccc1-n1nnnc1SCC(=O)NCC1CCCO1 (stereo not drawn)
  A = -1.9	B = 8	C = 14	D = -5	E = 4	F = 2	G = 6
CC1(C)CC(=O)C=C(NNC(=O)c2cccnc2)C1
  A = 1.5	B = -3	C = 1	D = -6	E = .	F = -1	G = -4
COc1ccc(OC)c(NC(=O)CCN2CCN(c3ccccc3F)CC2)c1
  A = .	B = 16	C = 4	D = .	E = .	F = -3	G = .
COc1cccc(C(=O)N2CCC[C@H]2C(=O)N2CCC[C@H]2C(=O)NCc2ccccn2)c1
  A = -4.9	B = -20	C = 9	D = 3	E = -5	F = .	G = -3
O=C(CCCCO)c1ccc(O)c(Cl)c1
  A = 0.8	B = -7	C = 4	D = 7	E = -9	F = 1	G = 3
C[C@@H]1CCCCO[C@@H](CN(C)C(=O)CCC(F)(F)F)[C@@H](C)CN([C@@H](C)CO)C(=O)c2cc(NS(=O)(=O)c3ccc(Cl)cc3)ccc2O1
  A = 6.2	B = 28	C = -4	D = -3	E = -14	F = -5[16.7 µM]	G = .
C[C@@H]1CN([C@@H](C)CO)C(=O)c2cc(NC(=O)Nc3cccc4ccccc34)ccc2O[C@@H](C)CCCCO[C@H]1CN(C)C(=O)Nc1cccc2ccccc12
  A = 2.5	B = 4	C = -3	D = -8	E = 3	F = -6[16.7 µM]	G = 4
COCCN=C1Sc2nc3cc(C)c(C)cc3cc2CN1Cc1cccs1
  A = -5.2	B = -33	C = 4	D = 1	E = -5	F = 4	G = -22
O=c1cc(-c2cccc(Br)c2)oc2cccc(O)c12
  A = 3.4	B = -27	C = -3	D = 13	E = 3	F = 3	G = -46
CN(C)C(=O)c1cccc(-c2ccccc2[C@H]2[C@H](C#N)N(C(=O)C3CC3)[C@H]2CO)c1
  A = -2.7	B = 8	C = 2	D = 6	E = 10	F = .	G = -9
Cc1cc2c(cc1S(=O)(=O)NCCc1ccccc1)NC(=O)CO2
  A = -2.1	B = -18	C = 1	D = -5	E = 8	F = ?	G = -2
CC1=C(C(=O)N2CCOCC2)CC(CC(=O)NC2CCCC2)C(=O)N1Cc1ccc(F)cc1 (stereo not drawn)
  A = 0.2	B = -13	C = 4	D = 9	E = -3	F = 0	G = -11
COc1cccc(CN2CCN(Cc3nc4c(s3)CCCC4)CC2CCO)c1 (stereo not drawn)
  A = .	B = 0	C = -16	D = 9	E = 1	F = .	G = 1
Cc1ccc(C(=O)NN2C(=O)c3ccc(S(=O)(=O)c4ccc(C(=O)O)cc4)cc3C2=O)cc1
  A = 2.5	B = -9	C = -2	D = 4	E = -1	F = -7	G = -18
OC(c1ccccc1)(c1nc(/C=C/c2ccccc2)cs1)C(F)(F)F (stereo not drawn)
  A = -0.7	B = -6	C = -3	D = 0	E = -9	F = 42	G = -12
Cc1ccc(NC(=O)Cn2nc(C)cc2C)cc1
  A = .	B = -8	C = -2	D = .	E = .	F = 3	G = .
CC(C)(C)NC(=O)C(=O)NNC(=O)COc1ccc(Br)cc1
  A = .	B = 19	C = 6	D = .	E = -9	F = -11	G = .
COC(=O)c1ccc(NC(=O)NCCCl)cc1
  A = -0.8	B = -10	C = 6	D = 0	E = 12	F = -5	G = -9
CC(=O)Oc1ccccc1Cn1c(C)c(C(=O)NCCC#N)sc1=O
  A = 0.6	B = 3	C = 2	D = 3	E = -2	F = .	G = -1
CCOC(=O)/C=C1\CN(Cc2cc(OC)c(OC)c(OC)c2)S(=O)(=O)c2ccc(C(F)(F)F)cc21
  A = 1.9	B = 22	C = -4	D = -8	E = .	F = -4	G = -2

As a working copy, 6 of the compounds above.
Codes – A = CFTR F508del cor; B = PAX8 reporter; C = FN deposit inh; D = DENV2 CPE rescue; E = GSIS activator; F = miR-122 sensor; G = EWS-Fli block
C[C@@H]1CN([C@@H](C)CO)C(=O)c2cc(NC(=O)Nc3cccc4ccccc34)ccc2O[C@@H](C)CCCCO[C@H]1CN(C)C(=O)Nc1cccc2ccccc12
  A = 2.5	B = 4	C = -3	D = -8	E = 3	F = -6[16.7 µM]	G = 4
COCCN=C1Sc2nc3cc(C)c(C)cc3cc2CN1Cc1cccs1
  A = -5.2	B = -33	C = 4	D = 1	E = -5	F = 4	G = -22
O=c1cc(-c2cccc(Br)c2)oc2cccc(O)c12
  A = 3.4	B = -27	C = -3	D = 13	E = 3	F = 3	G = -46
CN(C)C(=O)c1cccc(-c2ccccc2[C@H]2[C@H](C#N)N(C(=O)C3CC3)[C@H]2CO)c1
  A = -2.7	B = 8	C = 2	D = 6	E = 10	F = .	G = -9
Cc1cc2c(cc1S(=O)(=O)NCCc1ccccc1)NC(=O)CO2
  A = -2.1	B = -18	C = 1	D = -5	E = 8	F = ?	G = -2
CC1=C(C(=O)N2CCOCC2)CC(CC(=O)NC2CCCC2)C(=O)N1Cc1ccc(F)cc1 (stereo not drawn)
  A = 0.2	B = -13	C = 4	D = 9	E = -3	F = 0	G = -11

Continued.
Codes – A = CFTR F508del cor; B = PAX8 reporter; C = FN deposit inh; D = DENV2 CPE rescue; E = GSIS activator; F = miR-122 sensor; G = EWS-Fli block
O=C(C[C@H]1CC[C@@H](NC(=O)c2ccc3c(c2)OCO3)[C@@H](CO)O1)NCc1ccc(Oc2ccccc2)cc1
  A = 1.3	B = .	C = 16	D = 5	E = -24	F = .	G = .
C[C@H](CO)N1C[C@H](C)[C@H](CN(C)C(=O)NC2CCCCC2)Oc2ccc(NC(=O)Cc3ccccc3)cc2CC1=O
  A = -2.7	B = 5	C = .	D = -5	E = 5	F = -4[16.7 µM]	G = 1
Cc1ccc(C)c(NC(=O)CN(C)C(=O)C2CCN(C(=O)Nc3ccccc3)CC2)c1
  A = -2.9	B = -14	C = -1	D = -5	E = 6	F = .	G = -8
C=CCN1C(=O)C(CC(=O)Nc2ccccc2)N(Cc2ccccn2)C1=S (stereo not drawn)
  A = 0.4	B = -12	C = -6	D = 4	E = -18	F = 8	G = -2
COc1ccccc1CNC(=O)c1ccc(-c2ccccc2Cl)o1
  A = 2.3	B = -95	C = 6	D = 0	E = .	F = 1	G = -25
O=C1COc2ccc(C(=O)COC(=O)c3ncc(Cl)c(Cl)c3Cl)cc2N1
  A = -3.5	B = 14	C = 3	D = 10	E = -10	F = .	G = 4
CC(=O)Oc1c(/C=C(\C#N)C(N)=O)[nH]c2ccccc12
  A = -2.3	B = 15	C = -2	D = -6	E = -29	F = 4	G = 22
CN(C)CCNc1ccc(CO)c2sc3ccc(O)cc3c(=O)c12
  A = 6.8	B = 96*	C = 0	D = 8	E = .	F = -12	G = 43
COc1ccc(NS(=O)(=O)c2cccc(C(=O)N3CCN(C(=O)c4ccco4)CC3)c2)cc1
  A = -2.8	B = 17	C = -4	D = -4	E = .	F = .	G = -2
C[C@H](CO)N1C[C@H](C)[C@H](CN(C)C(=O)CCC(F)(F)F)OCCCC[C@H](C)Oc2ccc(NC(=O)c3ccccc3)cc2C1=O
  A = -0.8	B = -31	C = -3	D = 21*	E = -9	F = 5[16.7 µM]	G = 3
O=C(NNC(=O)c1ccncc1)NC1CCCCC1
  A = -2.3	B = 24	C = 0	D = -1	E = -4	F = .	G = 8
C[C@@H]1CN([C@@H](C)CO)C(=O)c2cccc(NS(C)(=O)=O)c2O[C@@H]1CN(C)Cc1ccncc1
  A = -1.5	B = -9	C = .	D = 12	E = 21	F = -6[16.7 µM]	G = -3
O=C(CNc1cccc(S(=O)(=O)N2CCOCC2)c1)Nc1cccc(Br)c1
  A = 3.0	B = 21	C = 1	D = 27*	E = -14	F = 28	G = 16
Cc1ccc(NC(=O)c2ccco2)c([N+](=O)[O-])c1
  A = 5.5	B = -144	C = 1	D = 5	E = 8	F = .	G = -90
COC(=O)c1ccccc1NC(=O)c1cc(-c2ccc(O)cc2)on1
  A = -4.4	B = -12	C = 29	D = 6	E = 5	F = -5	G = -9
CC1(C(=O)Nc2ccccc2Br)CCN1C(=O)Cc1ccccc1Cl (stereo not drawn)
  A = -3.8	B = 16	C = 1	D = -11	E = -4	F = 1	G = -6
C[C@@H]1CCCCO[C@H](CN(C)C(=O)c2ccncc2)[C@H](C)CN([C@@H](C)CO)C(=O)c2cc(NC(=O)CCC(F)(F)F)ccc2O1
  A = -0.4	B = -67	C = 4	D = -8	E = -3	F = 4[16.7 µM]	G = -2
COc1ccc(CN(C)C[C@H]2OCCCC[C@@H](C)Oc3ccc(NS(=O)(=O)c4ccc(C)cc4)cc3C(=O)N([C@@H](C)CO)C[C@@H]2C)cc1
  A = -1.6	B = -42	C = .	D = 6	E = 20	F = 2[16.7 µM]	G = -24
CC(=O)C1C(c2ccc(O)cc2)NC(=O)NC1(O)C(F)(F)F (stereo not drawn)
  A = 1.4	B = -19	C = -7	D = 1	E = .	F = 6	G = 4
O=C(c1cnccn1)N1CC(=O)N2[C@H](C1)[C@@H](c1ccc(C#CCc3ccccc3)cc1)[C@@H]2CO
  A = -5.4	B = 12	C = .	D = -8	E = -10	F = .	G = 0
O=C(O)c1cn(Cc2ccccc2Cl)c2ccc(S(=O)(=O)N3CCOCC3)cc2c1=O
  A = 1.7	B = -37	C = 3	D = 2	E = 5	F = .	G = -18
COc1ccc(CN2C[C@@H](O)COC[C@H]3O[C@@H](CC(=O)N(C)C)CC[C@@H]32)cc1
  A = 1.1	B = -8	C = -11	D = 9	E = 0	F = 0[16.7 µM]	G = -5
CCOc1ccc(-c2cnc(N)n2C)cc1
  A = -0.9	B = -13	C = -5	D = 5	E = -5	F = -12	G = 4
